KCNQ2 inh: KCNQ2 potassium channel inhibitors, primary screen, cell-based, CHO-K1, FluxOR thallium flux, B-score (AID 2156); O88943; 310,000 tested, 1.1% active; 20 min; stronger effect = lower value; B-score at 10 µM;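 active = fluorescence ratio B-score at most minus 3 library SDs, with starting brightness B-score within 2 library SDs, cut at about -5.5 in these data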
CHT inh: human CHT choline transport inhibition; CHT-expressing cells, membrane potential dye, choline response; stronger effect = lower value; 310,000 tested, 0.86% active; AID 488975; B-score at 10 µM;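 active = B-score over 3 SD under the library average, and starting fluorescence ratio not unusually high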;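 note: choline stimulus applied at its EC90 after an EC20 pre-addition; B-score computed on integrated fluorescence ratio after choline addition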
Target sequence (Q9GZV3 whole entry, looked up): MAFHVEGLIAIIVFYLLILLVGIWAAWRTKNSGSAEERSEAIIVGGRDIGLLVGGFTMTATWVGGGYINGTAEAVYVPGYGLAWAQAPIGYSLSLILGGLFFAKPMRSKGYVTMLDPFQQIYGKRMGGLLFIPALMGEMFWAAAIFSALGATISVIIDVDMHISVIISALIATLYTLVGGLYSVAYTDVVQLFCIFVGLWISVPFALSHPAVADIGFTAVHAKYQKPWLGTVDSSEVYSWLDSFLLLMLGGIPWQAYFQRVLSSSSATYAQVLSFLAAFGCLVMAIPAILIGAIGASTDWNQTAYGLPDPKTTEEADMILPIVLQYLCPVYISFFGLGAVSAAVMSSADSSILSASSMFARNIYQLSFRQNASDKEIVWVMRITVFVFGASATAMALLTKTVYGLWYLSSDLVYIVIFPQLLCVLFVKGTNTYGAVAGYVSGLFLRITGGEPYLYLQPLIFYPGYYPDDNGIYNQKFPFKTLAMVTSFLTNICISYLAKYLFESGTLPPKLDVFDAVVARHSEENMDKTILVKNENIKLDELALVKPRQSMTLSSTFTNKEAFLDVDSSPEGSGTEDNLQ
* marks the source's active call; other numbers are inactive results; i = inactive; nt = no result given.

Compound	KCNQ2 inh	CHT inh
CCc1ccc(N(CC(=O)Nc2sc3c(c2C(=O)OC)CCCC3)S(C)(=O)=O)cc1	i	i
COC(=O)Nc1ccc(S(=O)(=O)N2CCC(C(=O)N3CCCC(C)C3)CC2)cc1 (stereo not given)	i	i
COc1ccc(/C=N/NC(=O)c2cccnc2)cc1COc1ccc(NC(C)=O)cc1	i	i
Cc1cc(C)nc(-n2ncc3c2CCCC3=O)n1	i	i
S=c1[nH]c2ccccc2n2cccc12	i	i
CCN(CC)CC(=O)n1c2c(c3ccccc31)CCCC2	i	i
CSCC(=O)Nc1ccc(F)c(Cl)c1	i	i
Cc1[nH]nc2c1C1(CCN(Cc3ccccc3)CC1)C(C#N)=C(N)O2	i	i

The list goes on:
Compound	KCNQ2 inh	CHT inh
CC1CC(C)CN(CCCOc2ccccc2[N+](=O)[O-])C1 (stereo not given)	i	i
CCc1ccc(CN(C)C(=O)c2cc(COc3c(F)cccc3F)on2)cc1	i	i
COc1ccc(C(=O)Nc2ccc(C(=O)N3CCCCC3C)cc2)c(OC)c1OC (stereo not given)	i	i
COC(=O)/C(=C/c1c[nH]c2ccccc12)[N+](=O)[O-]	i	-4.9*
CC(C)(C)n1nnnc1C(c1cccc(C(F)(F)F)c1)N1CCOCC1 (stereo not given)	i	i
CCOC(=O)C(C)Sc1nc(-c2cccs2)ccc1C#N (stereo not given)	i	i
CC(CCc1ccccc1)NC(=O)COC(=O)c1ccc(F)cc1 (stereo not given)	i	i
CCOc1ccc(N2CC(C(=O)Nc3ccccc3F)CC2=O)cc1 (stereo not given)	i	i

(cont.)
Compound	KCNQ2 inh	CHT inh
Cc1cc(C)cc(N2C(=O)CC(Cn3nc(C)cc3C)C2=O)c1 (stereo not given)	i	i
Fc1ccc(Nc2ccnc(C(F)(F)F)c2)cc1	i	i
Clc1cc(Cl)cc(Nc2ncnc(-n3cccc3)n2)c1	i	i
CCCC(C(=O)NC1CCCC1)N(C(=O)Cn1nnc(-c2ccc(C)o2)n1)c1cccc(O)c1 (stereo not given)	i	nt
Cc1ccc(S(=O)(=O)Nc2ccccc2F)cc1C(=O)OC(C)C(=O)N1CCOCC1 (stereo not given)	i	i
Cc1ccnc(NCc2ccc(Br)cc2)c1	i	i
Cc1cc(=O)c(C(=O)O)cn1Nc1ccc(F)cc1	i	i
Cc1ccnc(NC(=O)c2cccc(S(=O)(=O)N3CCN(c4ccccc4)CC3)c2)c1	i	i

Carrying on:
Compound	KCNQ2 inh	CHT inh
Nc1cc(=O)[nH]c(SCC(=O)Nc2cccc([N+](=O)[O-])c2)n1	i	i
Cc1ccccc1NC(=O)c1ccc2c(c1)N(C)CCS2	i	i
CNC(CC(=O)c1ccc([N+](=O)[O-])cc1)C(Cl)(Cl)Cl (stereo not given)	nt	i
COc1cccc(C(=O)NC(=S)Nc2ccc(N(C)C)cc2)c1	i	i
CCc1cccc(OCC(=O)Nc2ccc(S(=O)(=O)Nc3onc(C)c3C)cc2)c1	i	i
O=C(NN=C1CCCC1)c1[nH]c2ccc(Br)cc2c1-c1ccccc1	i	i
COc1ccc(-n2nc([N+](=O)[O-])c(=NCCC3=CCCCC3)n2O)cc1	i	i
O=S(c1ccc2ccccc2c1)c1cnns1 (stereo not given)	nt	i

The list continues.
Compound	KCNQ2 inh	CHT inh
COc1ccc(CNc2oc(COc3ccccc3)nc2C#N)cc1	i	i
CCc1ccc(NC2=CC(=O)CC(c3ccco3)C2)cc1 (stereo not given)	i	i
S=C(Nc1ccc(Oc2ccc(NC(=S)NC3CCCCC3)cc2)cc1)NC1CCCCC1	i	i
CC(C)(C)NC(=O)NCc1cccnc1	i	i
O=C(NCCOc1ccccc1)C(c1ccccc1)c1ccccc1	i	i
Cn1c(=N)n(CC(=O)O)c2ccccc21	i	i
C/C(=N\NS(=O)(=O)c1ccccc1)c1cccc(NC(=O)c2cccc(Cl)c2)c1	i	i
O=C(CCN1CCOCC1)NCC1COc2ccccc2O1 (stereo not given)	i	i

The listing continues.
Compound	KCNQ2 inh	CHT inh
O=C(O)c1ccc(-c2noc(-c3cccc(C(F)(F)F)c3)n2)cc1	i	i
O=S(=O)(O)c1nc2ccccc2n1Cc1cccc2ccccc12	i	i
Cc1ccc(C)c(C(=O)CCC(=O)O)c1	i	i
O=C(COC(=O)c1ccccc1N1C(=O)C2C3CCC(C3)C2C1=O)c1ccccc1 (stereo not given)	i	i
CCCCOc1ccc(C2C(=O)N(C3CCCCC3)CC(=O)N2CC2CCCO2)cc1 (stereo not given)	i	i
CC1CCN(S(=O)(=O)c2ccc(NC(=S)NC(=O)c3ccc(Cl)cc3)cc2)CC1	i	i
C=CCc1c(C)nc2cc(-c3ccccc3)[nH]n2c1=O	i	i
COC(C(=O)Nc1ccc(F)cc1F)c1ccccc1 (stereo not given)	i	i

Grouped by structure: the compounds so far containing an NH in an aromatic ring (6)
Compound	KCNQ2 inh	CHT inh
S=c1[nH]c2ccccc2n2cccc12	i	i
Cc1[nH]nc2c1C1(CCN(Cc3ccccc3)CC1)C(C#N)=C(N)O2	i	i
COC(=O)/C(=C/c1c[nH]c2ccccc12)[N+](=O)[O-]	i	-4.9*
Nc1cc(=O)[nH]c(SCC(=O)Nc2cccc([N+](=O)[O-])c2)n1	i	i
O=C(NN=C1CCCC1)c1[nH]c2ccc(Br)cc2c1-c1ccccc1	i	i
C=CCc1c(C)nc2cc(-c3ccccc3)[nH]n2c1=O	i	i

New compounds follow
Compound	KCNQ2 inh	CHT inh
CCC(NC(=O)CCc1nnc(-c2cc(C)on2)o1)C12CC3CC(CC(C3)C1)C2 (stereo not given)	i	-7.9*
CCCCC(CC(O)COCC(C)C)C(=O)NN (stereo not given)	i	i
COCCCn1c(=N)c(C(=O)NCC2CCCO2)cc2c(=O)n3cccc(C)c3nc21 (stereo not given)	i	i
COc1ccccc1NC(=O)Cn1cc(C(=O)C(=O)N2CCOCC2)c2ccccc21	i	i
CCc1nnc(NC(=O)c2cc(-c3ccco3)nc3ccccc23)s1	i	i
O=c1c2ccccc2ncn1Cc1ccco1	i	i
O=C(COC(=O)c1ccc(Cl)c(S(=O)(=O)N2CCCC2)c1)NC1CCCCC1	i	i
Cc1cccc(C)c1OCc1cc(C(=O)N2CCC(c3ccncc3)CC2)no1	i	i

(further entries)
Compound	KCNQ2 inh	CHT inh
NS(=O)(=O)c1ccc(N/N=C/c2ccccn2)c([N+](=O)[O-])c1	i	i
COc1cccc2c1OC1(C)CC2N(C(=O)c2ccco2)C(=S)N1c1ccc(F)cc1 (stereo not given)	i	i
COc1cccc(C2NC(=S)NC3=C2CCc2ccccc23)c1 (stereo not given)	i	i
COc1ccc(-n2nc(N)c3c(=O)oc(N(C)C)nc32)cc1	i	i
Cc1nc(-n2nnc3cc(C)c(C)cc32)c2c3c(sc2n1)CCCC3	i	i
COc1ccc(CNC(=O)CCOc2ccc(C(C)(C)C)cc2)cc1	i	i
O=C(COC(=O)/C=C/c1cccs1)Nc1cccc(S(=O)(=O)N2CCOCC2)c1	i	i
CC1CCCN(C(=O)C2CCN(CCCc3ccccc3)CC2)C1 (stereo not given)	i	i

(continued)
Compound	KCNQ2 inh	CHT inh
N#Cc1cn(N2CCCCC2)c(=O)[nH]c1=O	i	i
NC(=O)c1ccsc1NC(=O)COC(=O)COc1ccccc1F	i	i
C=CCN1C(=O)C(O)(CC(=O)c2ccc(-n3cccc3)cc2)c2ccccc21 (stereo not given)	i	i
Cc1ccsc1/C=N/NC(=O)C1CC(=O)N(c2ccc(F)cc2)C1 (stereo not given)	i	i
COC(=O)C(C)Sc1nnc(Cc2cc(=O)[nH]c(=O)[nH]2)n1-c1ccc(OC)cc1 (stereo not given)	nt	i
CCn1c(=O)c([N+](=O)[O-])c(N2CCOCC2)c2ccccc21	i	i
Cc1[nH]n(-c2ccccc2)c(=O)c1/C=N/N(c1ccccc1)c1ccccc1	i	i
Cc1c(NC(=O)Nc2ccc3c(c2)OCO3)cccc1[N+](=O)[O-]	i	i

(cont.)
Compound	KCNQ2 inh	CHT inh
CNC(=O)CCCc1nc(-c2ccccc2Cl)no1	i	i
O=C(CNC(=O)c1ccc(Br)o1)Nc1ccccc1	i	i
COC(=O)c1cccc(N2C(=O)c3ccccc3S2(=O)=O)c1	i	i
CCCCN(C)CCn1c(=S)[nH]c2cc(OCC)c(OCC)cc2c1=O	i	i
Cc1ccccc1NC(=S)c1nc2ccccc2[nH]1	i	i
C=CCn1cc(C(=O)NCCCOC)c(=O)c2cc(S(=O)(=O)N3CCC(C)CC3)ccc21	nt	i
N=c1c(S(=O)(=O)c2ccc(Cl)cc2)cc2c(=O)n3ccccc3nc2n1CCc1ccccc1	i	i
c1ccc(OCc2nn3c(C4CCCCC4)nnc3s2)cc1	i	i

Additional structures follow.
Compound	KCNQ2 inh	CHT inh
CCOC(=O)C(NC(C)=O)(Nc1ccc(S(=O)(=O)Nc2ccncn2)cc1)C(F)(F)F (stereo not given)	i	i
O=C(C1CCCCC1)N1CCCC(c2nc3c(nnn3Cc3ccccc3)c(=O)[nH]2)C1 (stereo not given)	i	i
CC[C@@]1(c2ccccc2C)C(=O)N(C(=O)OC)N1C(=O)OC	i	i
CC(C)(C)S(=O)(=O)c1cnc(-c2ccccn2)nc1N	i	i
CCN(CC)Cc1c(O)ccc2cc(-c3nc4ccccc4n3C)c(=O)oc12	i	i
Cn1cccc1CC(=O)N/N=C\c1c2ccccc2cc2ccccc12	i	i
CCOC(=O)c1nc(C)nc(Sc2n[nH]c(-c3cc(C(F)(F)F)cc(C(F)(F)F)c3)n2)c1C	i	i
COc1ccccc1NC(=O)N(Cc1ccccc1)c1ccccn1	i	i

Random excerpt: three compounds from above.
Compound	KCNQ2 inh	CHT inh
CCOC(=O)c1nc(C)nc(Sc2n[nH]c(-c3cc(C(F)(F)F)cc(C(F)(F)F)c3)n2)c1C	i	i
CC[C@@]1(c2ccccc2C)C(=O)N(C(=O)OC)N1C(=O)OC	i	i
CCN(CC)Cc1c(O)ccc2cc(-c3nc4ccccc4n3C)c(=O)oc12	i	i

Further entries.
Compound	KCNQ2 inh	CHT inh
C#CCOCCOCCOCCNc1nc(N2CCN(C(=O)[C@H](Cc3ccc(O)cc3)n3cc([C@@H](N)C(C)CC)nn3)CC2)nc(N2CCN(C(=O)[C@H](Cc3cc4ccccc4[nH]3)n3cc([C@@H](N)Cc4ccc(O)cc4)nn3)CC2)n1 (stereo not given in full)	i	i
O=C(NCc1ccco1)c1ccc(S(=O)(=O)N2CCCc3ccccc32)cc1	i	i
CCOC(=O)c1c(C)[nH]c(C(=O)COC(=O)c2ccc(F)c(S(=O)(=O)N3CCOCC3)c2)c1C	i	i
N#Cc1ccccc1/C=N/Nc1nc(-c2ccccc2)c2cc(Br)ccc2n1	i	i
Cc1ccccc1OCc1nnc(SCC(=O)Nc2ccc(N3CCOCC3)cc2)n1C	i	i
O=C1CCCC(O)=C1N=Nc1c(Cl)cc(C(F)(F)F)cc1Cl	i	i
COc1ccc(NC(=O)CNC(=O)C2CCCCC2)cc1	i	i
N#Cc1cn(-c2cccc(C(F)(F)F)c2)c(=O)[nH]c1=O	i	i

Going on with the list.
Compound	KCNQ2 inh	CHT inh
Cc1ccc(C)c(CSc2nnc(-c3cccs3)n2Cc2ccco2)c1	i	i
COCCNC(=O)c1ccccc1NC(=O)c1ccccc1SC	i	i
CCN1CCN(c2ncc(C(=O)Nc3cc(Cl)c(OC)cc3OC)c3ccccc23)CC1	i	nt
O=C(/C=C/c1ccco1)NC(=S)Nc1ccccc1Br	i	i
Cc1ccc([N+](=O)[O-])cc1NC(=O)Nc1cccc(F)c1	i	nt
COc1cc(C(=O)CCN2CCC(c3ccccc3)C2)cc(OC)c1OC (stereo not given)	i	i
O=C(Nc1nccs1)[C@@H]1CCCN1C(=O)c1cccs1	i	i
CCn1nc(C)cc1C(=O)N1CCc2c([nH]c3ccccc23)C1c1cc(F)ccc1F (stereo not given)	i	i

(listing goes on)
Compound	KCNQ2 inh	CHT inh
CSc1nsc(SC)c1NC(=O)OCc1ccccc1	i	i
O=C(Nc1cn(-c2ccccc2)nc1-c1cccs1)c1ccco1	i	i
Cc1ccn2c(=O)c(C(=O)NCCN3CCOCC3)c(O)nc2c1	i	i
Cc1ccc(C(=O)NCCS(=O)(=O)N2CCN(c3ccccc3F)CC2)cc1[N+](=O)[O-]	i	i
COc1ccccc1NC(=O)COC(=O)C1CC2C=CC1C2 (stereo not given)	i	i
CCN1CCN(C(=O)c2ccc3c(=O)n(C4CCCC4)c(=S)[nH]c3c2)CC1	i	i
CCN1CCN(c2cc(C)c3cc(NC(=O)CCC(=O)Nc4ccc(OC)cc4OC)ccc3n2)CC1	i	i
O=c1c(C(c2ccc(F)cc2)c2c(O)nc3n(c2=O)CCCS3)c(O)nc2n1CCCS2	i	i

The list continues.
Compound	KCNQ2 inh	CHT inh
O=C(Nc1cnn(Cc2ccc(F)cc2)c1)c1cc(-c2ccco2)on1	i	i
CC(C)NC(=O)NC(=O)CSc1nnc(C(F)(F)F)n1C	i	i
CC(C(=O)Nc1ccc([N+](=O)[O-])cc1)N1CCN(C/C=C/c2ccccc2)CC1 (stereo not given)	i	i
O=C1CC(c2ccc(F)cc2)Cc2nc(NCc3ccco3)ncc21 (stereo not given)	i	i
CC(C(=O)Nc1ccccc1-c1ccccc1)N1CCN(S(=O)(=O)c2ccccc2)CC1 (stereo not given)	i	i
COc1cccc(OCc2nnc(SCC(=O)NCc3ccco3)n2CCc2ccccc2)c1	-6.8*	i
COc1cccc(C(=O)CC(C(=O)O)c2ccc(F)cc2)c1 (stereo not given)	i	i
Cc1ccc(C(=O)n2c3ccccc3c3ccccc32)cc1	i	i
CC(C)CNC(=O)NC(=O)CSc1nc2ccccc2n1CC(C)C	i	i

Compound activity: PubChem, Johns Hopkins Ion Channel Center
